# HepG2 viability: HepG2 cytotoxicity, counter-screen for TGF-b inhibitors; hit rate 0.76% among 410,000; HepG2 CAGA-GFP viability, ATP luminescence, 18 h; Potency, µM (highest dose often 46.1 µM), without a hit: at the top dose activity change, negative = cytotoxicity, usual class: cytotoxic; AID 588856; further: potency means the concentration at half of the fitted maximal effect; some results filed as inactive show a strong effect at the top dose
#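 HepG2 CAGA-GFP cells (1000/well, DMEM with 1% FBS) received compound, then TGF-beta at 500 pg/mL final, and were incubated 18 hours at 37 degrees C. Viability was read by CellTiter-Glo luminescence. Media-only wells were set as complete cell-killing and DMSO as no toxicity.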
# MCF10A rerep: inducers of DNA re-replication in MCF 10A breast cells; MCF 10A DNA re-replication, Hoechst nuclear intensity, 48 h; Potency, µM (highest dose often 46.1 µM), for the others: top-dose activity, positive = re-replication, actives largely listed as activators; hit rate 2.9% among 350,000; AID 624296; further: potency means the concentration at half of the fitted maximal effect; % of control where 0% means no effect; nearly all actives have a fitted effect of over 50% in size
# Nrf2 inh: Nrf2 pathway inhibition. A549 ARE-Fluc reporter, luciferase luminescence, 18-24 h. Potency, µM (doses to about 46 µM), inactives show top-dose activity change, negative = inhibition, actives largely listed as inhibitors. hit rate 2.1% among 360,000; further: potency means the concentration at half of the fitted maximal effect; on the % scale 0 is the no-effect control and ±100 the full control effect; nearly all actives have a fitted effect of over 60% in size
#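 Cells were seeded and rested 2 h, then exposed to compounds for 18-24 h. CellTiter-Fluor was read first as a viability measure. BugLite was added 15 min before the final luminescent read of ARE-luciferase activity in A549 cells.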
# A549 viability: counter-screen for Nrf2 inhibitors: cytotoxicity in A549 cells; A549 ARE-Fluc cells, CellTiter-Fluor viability, 18-24 h; Potency, µM (titrated, usually from 46 µM), inactives show top-dose activity change, negative = cytotoxicity, most hits filed as inhibitors; hit rate 0.16% among 390,000; AID 504648; further: potency means the concentration at half of the fitted maximal effect; on the % scale 0 is the no-effect control and ±100 the full control effect
#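 Cytotoxicity counterscreen: CellTiter-Fluor fluorescence was measured in A549 ARE_Fluc cells after 18-24 h of compound exposure in a concentration series. The subsequent BugLite luminescent read reports ARE-luciferase activity.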
# ATXN viability: reduces viability in counter-screen for ATXN expression inhibitors. Potency, µM (highest dose often 56.7 µM), most hits filed as cytotoxic. AID 651635. S2 cells (HEK-293 line with an ATXN2-luciferase reporter) viability, CellTiter-Fluor protease fluorescence, 24 h. hit rate 0.49% among 400,000; further: potency means the concentration at half of the fitted maximal effect; nearly all actives have a fitted effect of over 40% in size
# TGFb inhibitor: inhibitors of TGF-b signaling; hit rate 1.2% among 410,000; HepG2 CAGA-GFP TGF-b/SMAD3 reporter, GFP fluorescence, 18 h; TGF-beta stimulated, 500 pg/mL final; Potency, µM (titrated, usually from 46.1 µM), without a hit: top-dose activity, negative = inhibition, most hits filed as inhibitors; further: potency means the concentration at half of the fitted maximal effect; on the % scale 0 is the no-effect control and ±100 the full control effect; nearly all actives have a fitted effect of over 65% in size
#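 HEPG2 CAGA-GFP, 1000 cells/well; 2 h settle, 37 C; cpd via pin tool; TGF-b 500 pg/mL final; 18 h, 37 C; GFP imaging ex488/em500-530; %Activity normalised to -TGF-b and +DMSO controls; CRC fit, curve class.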
# ATXN2 expr inh: inhibitors of ATXN2 expression; HEK-293 ATXN2-luciferase reporter, luminescence, 24 h; Potency, µM (top dose mostly 57 µM), inactives show at the top dose activity change, negative = inhibition, hits mostly inhibitors; hit rate 0.72% among 360,000; further: potency means the concentration at half of the fitted maximal effect; on the % scale 0 is the no-effect control and ±100 the full control effect; nearly all actives have a fitted effect of over 55% in size
#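 qHTS (up to 57 uM final) was run with 24 h compound exposure of reporter cells at 37 °C. Each well was multiplexed: SteadyGlo luminescence measured ATXN2-luciferase expression after a fluorogenic Gly-Phe-AFC viability readout (25 uM final).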
# IL1B secr inh: blocks inflammasome-driven IL-1 beta release | THP-1 LPS/ATP IL-1B secretion, AlphaLISA, 16 h; hits give low values | activity change, % at 57.5 µM | hit rate 4.7% among 360,000 | AID 743279; in the data active means activity change below about -50%; inconclusive means mostly about -30% to -49%; further: on the % scale 0 is the no-effect control and ±100 the full control effect
#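 THP-1 cells pretreated 1 hr with compounds (up to 57.5 uM final), then stimulated with LPS (250 ng/mL final) plus ATP (1.25 mM final); secreted IL-1B measured by AlphaLISA after 16 hr, decreased signal indicating inhibition.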
# Nrf2 activator: Nrf2 pathway activation; AREc32 ARE-luciferase reporter (MCF7-derived line), luminescence, 24 h; Potency, µM (highest dose often 46.1 µM), without a hit: at the top dose activation, actives largely listed as activators; hit rate 0.31% among 410,000; further: potency means the concentration at half of the fitted maximal effect; % of control where 0% means no effect; nearly all actives have a fitted effect of over 65% in size
#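 AREc32 cells carrying an ARE-driven firefly luciferase, 1000 cells/well in OPTI-MEM with 5% FBS, dosed after overnight attachment and incubated 24 hr at 37 deg C. Steady-Glo luminescence read after 30 min at RT.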
# Starred values were filed as active, the others as inactive; i = inactive; u = inconclusive; x = no result given; & = joins results of further samples; [ ] = another dose, or the depositor's remark. Unless noted, the call rests on the fitted dose curve; in most records, active means well fitted curve in the direction sought with a large enough effect; inconclusive means small, poorly fitted or top-dose-only effect, or another doubt; inactive means no such curve, though single readings can be large; an effect the other way counts as inactive or inconclusive.
SMILES,HepG2 viability,MCF10A rerep,Nrf2 inh,A549 viability,ATXN viability,TGFb inhibitor,ATXN2 expr inh,IL1B secr inh,Nrf2 activator
Cc1ccc(F)c(N=Cc2c(O)c3ccccc3oc2=O)c1,24%,-5%,-20%,-3%,i,-4%,x,-11,-0.9%
COc1cc(Cl)ccc1NC(=O)COc1ccccc1C(=O)NN,-26%,u,-4%,12%,i,u,16%,4,-0.1%
CC(C)c1ccccc1OCCNC(=O)c1cncc(Br)c1,4%,3%,u,-1%,i,0%,-12%,-66*,-0.6%
O=C(c1ccccc1)c1cc(-c2ccccc2)on1,10%,-1%,u,-1%,i,4%,90%[activator],0,u
Cc1ccc(N2CCN(CC(O)COc3cccc4ccccc34)CC2)cc1 (stereo unspecified),-39%,u,-29%,u,u,u,x,-21,5.8%
COC(=O)c1ccc(C(=O)OC)c(NC(=O)C2CCCO2)c1 (stereo unspecified),4%,-2%,-4%,0%,i,9%,1%,15,0.2%
Fc1cc(F)cc(Nc2nc(Cl)nc(NC3CCCC3)n2)c1,-60%,u,17%&2%,-2%&2%,25µM*,u,u,x,0.4%
Brc1ccc(-c2nc3ncccn3c2Nc2ccc3c(c2)OCCO3)o1,3%,-1%,1%,-4%,u,5%,2%,-6,5.1%
CCCCCC(C)NC(=O)c1cc(S(=O)(=O)N2CCCCC2)ccc1N1CCOCC1 (stereo unspecified),-33%,7%,2%,0%,i,-15%,x,-11,-0.8%
COc1ccc(OC)c(/C=C/C(=O)OCC(=O)N2CCCC2)c1,-22%,-4%,-18%,2%,i,1%,x,-9,11%
COc1ccccc1N1CCN(S(=O)(=O)c2cc3c(cc2C)NC(=O)CO3)CC1,-6%,-3%,5%,2%,i,-4%,-4%,5,0.0%
CC(C)(C)C(=O)Nc1nc2cc3c(cc2s1)OCO3,-27%,0%,u,17%,i,-13%,x,-16,3.5%
O=C(CN1C(=O)NC2(CCCC2)C1=O)OCCOc1ccccc1,-4%,0%,3%,2%,i,-17%,6%,-4,-0.6%
O=C(O)c1cc(S(=O)(=O)N2CCOCC2)ccc1N1CCCCC1,66%,-40%[inhibitor],4%,20%,i,11%,6%,0,-1.0%
O=C(O)C1Sc2[nH]c(=O)sc2C2c3ccc(O)cc3OC(=O)C12 (stereo unspecified),6%,1%,-20%,-6%,x,22%,-28%,15,-0.1%
COc1cc(NC(=O)c2cccc(S(=O)(=O)N3CCCCC3)c2)cc(OC)c1OC,-21%,8%,-23%,5%,i,-1%,-20%,-2,4.0%
CCc1cccc(C)c1NC(=O)Cn1c(=O)n(-c2ccc(C)cc2)c(=O)c2c1cnn2C,3%,x,8%[9.27 µM],-1%,i,1%,0%,x,-1.2%
CCCN(CC1CC1)C(=O)COC(=O)c1oc2c(F)cccc2c1C,0%,14%,4%,8%,i,0%,x,-15,-0.2%
CC(C)NC(=O)COC(=O)c1ccccc1Oc1ccccc1,4%,-5%,9%,11%,i,-4%,2%,-2,-0.1%
CC1CCN(CCCNC(=O)c2ccc(CS(=O)(=O)Cc3ccc(Cl)cc3)o2)CC1,-13%,2%,u,0%,i,-2%,x,-7,0.4%
O=C(NC1CCCC1)c1cccnc1N1CCCCCC1,-5%,3%,13%,-7%,i,25%,5%,13,0.0%
CCOC(=O)c1oc2ccccc2c1CSc1nnc(-c2ccco2)o1,-15%,u,u,-9%,i,1%,-7%,6,0.3%
COc1ccc(C)cc1NC(=O)Nc1cnccn1,-3%,7%,8%,u,u,-1%,x,-24,26%
CCOc1ccc(C(=O)/C=C/c2ccccc2C(F)(F)F)cc1,-2%,-4%,-5%,-4%,i,2%,-1%,0,-0.4%
CCN(CC(=O)Nc1c(F)cccc1F)C(=O)CCc1ccc(OC)cc1,6%,-5%,8%,-1%,i,29%,-18%,19,0.2%
CCOC(=O)C1CCN(C(=O)Cn2cccc2C(=O)c2ccccc2)CC1,-4%,16%,-26%,4%,i,-18%,-14%,-13,-0.3%
CC1(C)CC(=O)c2cc(OCC(=O)NCCN3CCOCC3)ccc2O1,-1%,5%,-14%,0%,i,13%,-7%,24,0.2%
O=C(Nc1ccc(OC(F)(F)F)cc1)Nc1cccnc1,-29%,14%,13%,0%,i,1%,x,43,10%
COc1ccc(OCC(=O)Nc2ccccc2C(=O)NC2CC2)cc1,2%,-2%,0%,7%,i,4%,-13%,3,0.3%
COc1cccc(/C=C2/SC(=O)N(C)C2=O)c1OCc1ccc(C(=O)O)cc1,-15%,-18%,14%,2%,i,0%,9%,-14,4.9%
CCOC(=O)C1CCN(C(=O)COC(=O)c2ccc3[nH]c4c(c3c2)CCCC4)CC1,-5%,u,-2%,0%,i,13%,-1%,u,2.3%
CN(C)S(=O)(=O)c1ccc(C(=O)N2CCN=C2SCc2cccnc2)cc1,-17%,u,-18%,1%,i,u,4%,15,1.6%
O=C(CC(NS(=O)(=O)c1ccc(Cl)cc1)c1ccco1)NCc1cccnc1 (stereo unspecified),-5%,-3%,u,u,i,0%,6%,-6,-0.4%
CC1=NN(c2nc(-c3ccc(C)cc3)cs2)C(=O)C1N=Nc1ccccc1O (stereo unspecified),-17%,u,10%,7%,i,-26%,u,241,14%
COc1ccc(Cl)cc1NC(=O)CN(C)C(=O)/C=C/c1ccco1,-10%,8%,-23%,-3%,i,1%,-12%,3,u
O=C(O)c1cn(-c2ccc(F)cc2)c2cc(N3CCNCC3)c(F)cc2c1=O,8%,6%&-1%,9%,-4%,i,2%,u,-13,-0.7%
COc1cc(C=O)c(Br)cc1OCC(=O)NCCc1ccccc1,-8%,0%,-19%,10%,i,u,x,-13,1.5%
COc1ccccc1C(CNC(=O)c1cc(C)nc2ccccc12)N(C)C (stereo unspecified),-1%,-1%,u,-3%,i,0%,-9%,17,-0.5%
COc1ccc(Nc2nnc(SCC(=O)N(CC(C)C)C3CCS(=O)(=O)C3)s2)cc1 (stereo unspecified),-29%,x,x,x,i,-3%,x,-20,5.0%
O=C(Nc1ccc(C#Cc2ccccc2)cc1)C1CC1,-21%,20%,u,u,u,42%[activator],56%[activator],u,-0.9%
COc1ccc(-n2c(SCC(=O)NCC3CCCO3)nc3ccccc32)cc1 (stereo unspecified),6%,-12%,-10%,-6%,u,u,6%,-19,-0.2%
Cn1c(=O)cc(OCC(=O)N2CCCc3ccccc32)c2ccccc21,-27%,7%,4%,-6%,i,0%,12%,-3,0.4%
CCOC(=O)Nc1ccc2c(c1)N(C(=O)CN1CCN(CCO)CC1)c1ccccc1CC2,-2%,-1%,1%,2%,i,8%,-14%,-18,1.5%
O=S(=O)(c1ccccc1)c1ccc(N2CCCCCC2)cc1,-19%,6%,4%,-2%,x,u,x,6,3.7%
Nc1nc(NC(=O)c2ccccc2Cl)nn1-c1ccccc1,-35%,-1%,u,-3%,i,12%,6%,-7,0.2%

# Three of the entries above in order of the IL1B secr inh value, descending.
SMILES,IL1B secr inh
CN(C)S(=O)(=O)c1ccc(C(=O)N2CCN=C2SCc2cccnc2)cc1,15
CCOC(=O)Nc1ccc2c(c1)N(C(=O)CN1CCN(CCO)CC1)c1ccccc1CC2,-18
COc1ccc(Nc2nnc(SCC(=O)N(CC(C)C)C3CCS(=O)(=O)C3)s2)cc1 (stereo unspecified),-20

# Continuation:
SMILES,HepG2 viability,MCF10A rerep,Nrf2 inh,A549 viability,ATXN viability,TGFb inhibitor,ATXN2 expr inh,IL1B secr inh,Nrf2 activator
Cc1[nH][nH]c(=O)c1C=NCc1ccc(Cl)cc1,2%,8%,9%,2%,i,14%,x,5,-0.3%
CC(=O)OC1C(=O)N(Cc2ccccc2)C1c1ccc(C)cc1 (stereo unspecified),0%,u,-12%,-4%,i,3%,-13%,7,0.2%
Cc1cccc(NC(=O)CN(CC2CCCO2)C(=O)c2cc3ccccc3o2)c1C (stereo unspecified),13%,2%,6%,0%,i,-10%,8%,-10,-0.2%
O=C(CN(Cc1ccccc1)S(=O)(=O)c1ccc2c(c1)OCCO2)N/N=C/c1ccc(F)cc1,-15%,4%,u,-8%,i,u,-23%,-56*,3.6%
Cc1ccc2nc3c(c(C(=O)O)c2c1)CCC3,-32%,u,-4%,-3%,i,3%,2%,15,-0.3%
COc1cc2c(cc1OC)CN(CC(=O)Nc1ccc3c(c1)OC(F)(F)O3)CC2,-7%,19%,-27%,2%,i,1%,-17%,0,0.4%

# 5 records picked at random from those above:
SMILES,HepG2 viability,MCF10A rerep,Nrf2 inh,A549 viability,ATXN viability,TGFb inhibitor,ATXN2 expr inh,IL1B secr inh,Nrf2 activator
O=C(O)c1cc(S(=O)(=O)N2CCOCC2)ccc1N1CCCCC1,66%,-40%[inhibitor],4%,20%,i,11%,6%,0,-1.0%
CCCCCC(C)NC(=O)c1cc(S(=O)(=O)N2CCCCC2)ccc1N1CCOCC1 (stereo unspecified),-33%,7%,2%,0%,i,-15%,x,-11,-0.8%
Cc1[nH][nH]c(=O)c1C=NCc1ccc(Cl)cc1,2%,8%,9%,2%,i,14%,x,5,-0.3%
COc1ccc(Nc2nnc(SCC(=O)N(CC(C)C)C3CCS(=O)(=O)C3)s2)cc1 (stereo unspecified),-29%,x,x,x,i,-3%,x,-20,5.0%
CN(C)S(=O)(=O)c1ccc(C(=O)N2CCN=C2SCc2cccnc2)cc1,-17%,u,-18%,1%,i,u,4%,15,1.6%

# Assay outcomes from PubChem.
